From PubChem
HEK293 cAMP cs = parental HEK293 cAMP activation (counter-screen); parental HEK293 CNG cAMP sensor, membrane potential fluorescence; Potency, µM (highest dose often 57.1 µM), for inactives: at the highest dose activation, actives largely listed as activators; 73,000 compounds, 2.5% hits; AID 938; note: potency is the fitted concentration of half-maximal effect; % of control where 0% means no effect; nearly all actives have a fitted effect of over 55% in size
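Parental HEK 293 cells stably expressing a cAMP-gated CNG channel were loaded with membrane potential dye containing 100 uM RO 20-1724 for 60 min. Compound added for 30 min; depolarization read as fluorescence intensity at 590 nm.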
BRCT inh red = BRCT-phosphoprotein interaction inhibition (red fluorophore); P38398; BRCT-phosphopeptide binding, red fluorescence polarization; Potency, µM (series often up to 76.9 µM), for inactives: top-dose activity change, negative = inhibition, most hits filed as inhibitors; 75,000 compounds, 0.03% hits; note: % is set by controls: 0 for no effect and ±100 for the full control effect
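Fluorescence polarization: 100 nM His-tagged BRCA1 BRCT with 100 nM TAMRA-labelled phospho-BACH1 decapeptide, phosphate buffer pH 7.3 with 150 mM NaCl, DTT, 0.01% Tween 20; 12 min RT. Binding inhibition seen as FP decrease.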
USP2a inh = blocks human ubiquitin-specific protease USP2a. O75604. USP2a enzymatic assay, qHTS inhibition. Potency, µM (series often up to 38.3 µM), for inactives: at the top dose activity change, negative = inhibition, actives largely listed as inhibitors. 60,000 compounds, 0.1% hits. AID 927;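 note: potency is the fitted concentration of half-maximal effect; nearly all actives have a fitted effect of over 60% in size; plate controls were DMSO for no effect and NEM full inhibition control for full effect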
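USP2 core (20nM final) preincubated 30 min RT with compound, then Ub-PLA2 20nM and NBD C6-HPC 20uM final added; buffer 20mM Tris-HCl pH 8.0, 2mM CaCl2. Fluorescence Ex 460/Em 535 read at 0 and 2.5 h; normalized to NEM.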
Tau filament bind = binders of human tau filaments. P10636. recombinant tau filaments, thioflavin S fluorescence, 15 h; filaments grown with octadecylsulfate alongside compound. Potency, µM (top dose mostly 57.1 µM), for the others: at the top dose activity change, negative = inhibition. 71,000 compounds, 2% hits;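 note: potency is the fitted concentration of half-maximal effect; % is set by controls: 0 for no effect and ±100 for the full control effect; actives lower thioflavin S fluorescence by blocking filaments or displacing dye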
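Recombinant tau protein (human, 1 uM final) plus 30 uM ODS in HEPES pH 7.4 with NaCl, DTT and thioflavine S. Compound present from the start; fluorescence at 510 nm after 15 h, 37 C.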
HADH2 inhib = blocks human hydroxyacyl-CoA dehydrogenase type II. recombinant HADH2, NADH fluorescence, beta-hydroxybutyryl-CoA. 73,000 compounds, 3.4% hits. Q99714. AID 886. Potency, µM (titrated, usually from 57.1 µM), without a hit: top-dose activity change, negative = inhibition, most hits filed as inhibitors; note: potency is the fitted concentration of half-maximal effect; % is set by controls: 0 for no effect and ±100 for the full control effect; nearly all actives have a fitted effect of over 60% in size; many of its hits are not listed in these tables
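20 nM HADH2 + cpd, 15 min RT; add 1 mM NAD+/90 uM beta-hydroxybutyryl-CoA; kinetic fluorescence 360/450 nm, 4 min. Tris-HCl pH 9.0, 0.01% Tween-20.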
Rhodamine autofl = compound fluoresces in the rhodamine spectral region; max dye-equivalent concentration, M; AID 594; 59,000 compounds, 0.05% hits; Rhodamine-region fluorescence, 547/598 nm, Tris buffer; stronger effect = higher value; in the data active = max dye-equivalent concentration above about 11 nM; inconclusive = between about 1.1 nM and that limit
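Compound fluorescence in 100 mM Tris, pH 8.0, read after 15 min at room temperature with 547 nm excitation and 598 nm emission. Output is dye-equivalent concentration from an on-plate rhodamine standard series.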
BRCT inh green = blocks human BRCA1 BRCT binding to phosphopeptide, green readout | P38398 | BRCA1 BRCT-phosphopeptide binding, green fluorescence polarization | Potency, µM (titrated, usually from 76.9 µM), without a hit: at the highest dose activity change, negative = inhibition, usual class: inhibitors | 75,000 compounds, 0.05% hits;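 note: potency is the fitted concentration of half-maximal effect; plate controls were peptide without protein for full effect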
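Fluorescence polarization: His-tagged BRCT (~35 kDa BRCA1 C-terminus, 250 nM) bound to 100 nM fluorescein-labeled phosphorylated 10-aa BACH1 peptide, pH 7.3 phosphate buffer with DTT and Tween 20. Compounds incubated 12 min at room temperature; inhibition read as lowered polarization.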
DNA Pol III inh = DNA polymerase III holoenzyme inhibition; reconstituted DNA polymerase III holoenzyme replication, biochemical; AID 603; Potency, µM (doses to about 57.1 µM), inactives show at the highest dose activity change, negative = inhibition; 71,000 compounds, 0.25% hits; note: potency is the fitted concentration of half-maximal effect; % is set by controls: 0 for no effect and ±100 for the full control effect
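Reconstituted *E. coli* holoenzyme (0.35 nM Pol III, 1 nM beta, 154 nM SSB, 2 nM primase) was preincubated with compound for 15 min at RT. Synthesis on 1.4 nM ssM13Gori ran 35 min, then was stopped with PicoGreen/EDTA and read as dsDNA fluorescence.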
Caspase-1 inhib = blocks human caspase-1 allosterically or competitively; P29466; Caspase-1 enzyme, Ac-WEHD-AFC fluorogenic rate; Potency, µM (doses to about 57.5 µM), for inactives: at the top dose activity change, negative = inhibition, usual class: inhibitors; 75,000 compounds, 0.03% hits;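 note: potency is the fitted concentration of half-maximal effect; plate controls were vehicle for no effect and no substrate for full effect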
Target sequence (P29466 120-297 limits assumed): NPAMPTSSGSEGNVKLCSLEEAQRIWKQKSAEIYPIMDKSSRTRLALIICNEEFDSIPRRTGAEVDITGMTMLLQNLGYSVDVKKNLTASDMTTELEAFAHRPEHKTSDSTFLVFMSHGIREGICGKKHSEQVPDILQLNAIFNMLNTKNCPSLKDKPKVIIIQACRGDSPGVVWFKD
Target sequence (P29466 317-404 limits assumed): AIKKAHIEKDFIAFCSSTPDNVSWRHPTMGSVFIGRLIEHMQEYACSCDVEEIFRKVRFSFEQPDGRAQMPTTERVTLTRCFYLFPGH
Caspase-7 inhib = allosteric or competitive inhibitors of human caspase-7 | P55210 | recombinant caspase-7, Ac-DEVD-AFC fluorescence rate | Potency, µM (highest dose often 57.5 µM), without a hit: at the highest dose activity change, negative = inhibition, usual class: inhibitors | 75,000 compounds, 0.02% hits | AID 889; active = well fitted inhibition curve with a large enough effect in the main read-out, with a control signal flat, not every such curve was filed as active; inconclusive = small, poorly fitted or top-dose-only effect, or a change in a side signal; note: potency is the fitted concentration of half-maximal effect; % of control where 0% means no effect
ALOX15 inhib = blocks human 15-lipoxygenase activity; purified 15hLO-1, xylenol orange hydroperoxide absorbance; Potency, µM (titrated, usually from 57.1 µM), without a hit: at the highest dose activity change, negative = inhibition, actives largely listed as inhibitors; 74,000 compounds, 1.4% hits; AID 887; note: potency is the fitted concentration of half-maximal effect; % is set by controls: 0 for no effect and ±100 for the full control effect; nearly all actives have a fitted effect of over 55% in size
Target sequence (P16050 whole entry, looked up): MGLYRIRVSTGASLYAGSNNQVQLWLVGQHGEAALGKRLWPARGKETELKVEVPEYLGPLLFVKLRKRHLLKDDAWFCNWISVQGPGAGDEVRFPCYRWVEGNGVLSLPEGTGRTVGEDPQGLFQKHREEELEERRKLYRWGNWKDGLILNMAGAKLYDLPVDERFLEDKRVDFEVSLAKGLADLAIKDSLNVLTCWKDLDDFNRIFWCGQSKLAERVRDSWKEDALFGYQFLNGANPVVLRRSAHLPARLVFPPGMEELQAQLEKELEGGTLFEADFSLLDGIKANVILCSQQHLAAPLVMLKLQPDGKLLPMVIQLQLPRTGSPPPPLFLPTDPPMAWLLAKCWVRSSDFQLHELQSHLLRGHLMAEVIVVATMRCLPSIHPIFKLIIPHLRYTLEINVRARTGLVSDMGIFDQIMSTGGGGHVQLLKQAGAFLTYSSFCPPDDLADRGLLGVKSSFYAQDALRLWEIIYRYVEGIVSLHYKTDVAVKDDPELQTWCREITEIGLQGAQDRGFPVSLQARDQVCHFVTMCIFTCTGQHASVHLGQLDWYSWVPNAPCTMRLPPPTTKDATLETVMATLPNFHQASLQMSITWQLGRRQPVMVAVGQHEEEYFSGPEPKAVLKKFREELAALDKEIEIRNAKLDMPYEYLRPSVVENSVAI
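Purified human 15hLO-1 (40 nM) in 25 mM Hepes pH 7.5, 0.01% Triton X-100, preincubated 15 min RT with compound, then 50 uM arachidonic acid for 6 min. Hydroperoxide read by ferrous/xylenol orange, 30 min; 573/405 nm absorbance ratio gave progress.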
Starred values were filed as active, the others as inactive; [ ] = dose if it differs, or a comment. Unless noted, calls come from the whole dose curve; as a rule, active = well fitted curve in the direction sought with a large enough effect; inconclusive = small, poorly fitted or top-dose-only effect, or another doubt; inactive = no such curve, though single readings can be large; an effect the other way counts as inactive or inconclusive. A portion of the library, so the mix of outcomes need not match the whole.

Results for CCOC(=O)C1CCN(C/C=C/c2ccccc2OC)CC1 ?
HEK293 cAMP cs: 17.1%; BRCT inh red: -0.6%; USP2a inh: 1.2%; Tau filament bind: -6.3%; HADH2 inhib: 10.9%; Rhodamine autofl: inactive; BRCT inh green: -0.5%; DNA Pol III inh: -1.2%; Caspase-1 inhib: 2.4%; Caspase-7 inhib: 0.4%; ALOX15 inhib: -11.7%

How did FC(F)(F)c1nnc2ccc(-n3ccnc3)nn12 do in these assays?
HEK293 cAMP cs: -3.3%; BRCT inh red: -0.5%; Tau filament bind: -1.0%; HADH2 inhib: -4.0%; BRCT inh green: 0.1%; DNA Pol III inh: -5.3%; Caspase-1 inhib: -3.4%; Caspase-7 inhib: -4.1%; ALOX15 inhib: 4.0%

What do the screens show for `O=C(c1ccc(NC2=NC3CS(=O)(=O)CC3S2)cc1)N1CCN(C(=O)c2ccco2)CC1` (stereo not drawn)?
HEK293 cAMP cs: 9.2%; BRCT inh red: -1.5%; Tau filament bind: -9.2%; HADH2 inhib: 2.1%; BRCT inh green: -1.2%; DNA Pol III inh: 4.2%; Caspase-1 inhib: 0.4%; Caspase-7 inhib: 0.1%; ALOX15 inhib: 9.3%

How did CCN(CC)C(=O)C1CC(=O)OC1(C)C (stereo not drawn) do in these assays?
HEK293 cAMP cs: 8.6%; BRCT inh red: -2.7%; USP2a inh: -2.8%; Tau filament bind: -1.6%; HADH2 inhib: 9.7%; Rhodamine autofl: inactive; BRCT inh green: -1.0%; DNA Pol III inh: -2.5%; Caspase-1 inhib: 3.5%; Caspase-7 inhib: 0.9%; ALOX15 inhib: 5.1%

What do the screens show for `Cc1cc(NC(=O)CSc2nc(C(C)C)nc3sc(C)c(C)c23)no1`?
HEK293 cAMP cs: inconclusive; BRCT inh red: 1.0%; USP2a inh: 14.0%; Tau filament bind: 46.6%; HADH2 inhib: -2.3%; Rhodamine autofl: inactive; BRCT inh green: -2.0%; DNA Pol III inh: -2.4%; Caspase-1 inhib: 1.2%; Caspase-7 inhib: 1.4%; ALOX15 inhib: 4.9%

What do the screens show for `Cc1ccc(N2C(=O)CC(N3CCN(C4CCc5ccccc5C4)CC3)C2=O)cc1` (stereo not drawn)?
HEK293 cAMP cs: 6.8%; BRCT inh red: 0.7%; USP2a inh: 4.2%; Tau filament bind: 11.8%; HADH2 inhib: -10.7%; BRCT inh green: -2.7%; DNA Pol III inh: 0.1%; Caspase-1 inhib: -1.2%; Caspase-7 inhib: -2.0%; ALOX15 inhib: -2.1%

How did COC(=O)C1(S(=O)(=O)c2cc(Br)cc3c2N(C(C)=O)CC3)CC1 do in these assays?
HEK293 cAMP cs: 1.5%; BRCT inh red: 1.9%; USP2a inh: -5.3%; Tau filament bind: 6.3%; HADH2 inhib: -4.9%; Rhodamine autofl: inactive; BRCT inh green: 1.1%; DNA Pol III inh: -3.2%; Caspase-1 inhib: 1.3%; Caspase-7 inhib: -0.1%; ALOX15 inhib: 3.4%

What do the screens show for `O=C(O)Cc1c[nH]c2ccc(O)cc12`?
HEK293 cAMP cs: inconclusive; BRCT inh red: 0.5%; USP2a inh: 1.7%; Tau filament bind: 9.4%; HADH2 inhib: -28.6%; Rhodamine autofl: inactive; BRCT inh green: -0.8%; DNA Pol III inh: 2.0%; Caspase-1 inhib: 2.1%; Caspase-7 inhib: -0.9%; ALOX15 inhib: -3.2%

What do the screens show for `CC(NC(=O)c1cc(-c2ccc(O)cc2)on1)c1ccccc1` (stereo not drawn)?
HEK293 cAMP cs: 15.1%; BRCT inh red: -0.6%; Tau filament bind: -17.6%; HADH2 inhib: -19.1%; BRCT inh green: -0.4%; DNA Pol III inh: -6.6%; Caspase-1 inhib: -1.1%; Caspase-7 inhib: -1.8%; ALOX15 inhib: -10.3%

Results for COc1ccc(-c2cc(-c3c(O)c(OC)c4occc4c3OC)[nH]n2)cc1OC ?
HEK293 cAMP cs: -19.3%; BRCT inh red: 0.2%; USP2a inh: inconclusive; Tau filament bind: -27.5%; HADH2 inhib: -17.9%; Rhodamine autofl: inactive; BRCT inh green: 1.3%; DNA Pol III inh: 6.9%; Caspase-1 inhib: -3.0%; Caspase-7 inhib: -1.0%; ALOX15 inhib: -18.6%

Results for Cc1cnc(C(=O)Nc2ccc(C(=O)N(C)C3CCCCC3)cc2)cn1 ?
HEK293 cAMP cs: 18.3%; BRCT inh red: 1.2%; USP2a inh: -1.8%; Tau filament bind: 15.3%; HADH2 inhib: 14.1%; Rhodamine autofl: inactive; BRCT inh green: -2.8%; DNA Pol III inh: -2.2%; Caspase-1 inhib: 3.0%; Caspase-7 inhib: 0.1%; ALOX15 inhib: 2.2%

How did O=C(Oc1ccc2ccccc2c1)c1ccco1 do in these assays?
HEK293 cAMP cs: -1.2%; BRCT inh red: 1.7%; USP2a inh: -11.6%; Tau filament bind: 7.6%; HADH2 inhib: 12.0%; Rhodamine autofl: inactive; BRCT inh green: 0.3%; DNA Pol III inh: -2.6%; Caspase-1 inhib: -0.6%; Caspase-7 inhib: -1.7%; ALOX15 inhib: -27.2%

How did O=C(Nc1ccc(-c2noc(CCc3ccccc3)n2)cc1)c1cccnc1 do in these assays?
HEK293 cAMP cs: -7.8%; BRCT inh red: 0.4%; USP2a inh: 61.0%[activator]; Tau filament bind: 1.7%; HADH2 inhib: 1.4%; Rhodamine autofl: inactive; BRCT inh green: 0.7%; DNA Pol III inh: 7.7%; Caspase-1 inhib: -0.6%; Caspase-7 inhib: -5.9%; ALOX15 inhib: 10.5%

How did CC(=O)c1c(C)[nH]c(C(=O)NCCCN2CCCC2)c1C do in these assays?
HEK293 cAMP cs: 0.1%; BRCT inh red: -0.4%; USP2a inh: 5.4%; Tau filament bind: -18.8%; HADH2 inhib: -4.8%; Rhodamine autofl: inactive; BRCT inh green: -0.7%; DNA Pol III inh: -2.1%; Caspase-1 inhib: -0.3%; Caspase-7 inhib: -0.1%; ALOX15 inhib: -11.3%

Results for Clc1ccc(OCCn2cnc3ccccc32)cc1 ?
HEK293 cAMP cs: 28.9%; BRCT inh red: -0.3%; USP2a inh: 14.2%; Tau filament bind: -4.1%; HADH2 inhib: 9.4%; Rhodamine autofl: inactive; BRCT inh green: 0.3%; DNA Pol III inh: -5.2%; Caspase-1 inhib: -1.6%; Caspase-7 inhib: -0.7%; ALOX15 inhib: 7.7%

What do the screens show for `O=C(CN1CCC(n2nnc3cc(F)ccc32)CC1)Nc1ccccc1N1CCOCC1`?
HEK293 cAMP cs: 6.2%; BRCT inh red: -0.2%; USP2a inh: 23.0%; Tau filament bind: 5.2%; HADH2 inhib: -3.7%; Rhodamine autofl: inactive; BRCT inh green: 0.6%; DNA Pol III inh: -5.5%; Caspase-1 inhib: 0.4%; Caspase-7 inhib: 5.5%; ALOX15 inhib: -8.1%

Results for CCSc1nncn1/N=C/c1ccc(OC)c(OC)c1 ?
HEK293 cAMP cs: 1.9%[11.4 µM]; BRCT inh red: -1.8%; USP2a inh: 7.7%; Tau filament bind: 4.2%; HADH2 inhib: -29.4%; BRCT inh green: 0.1%; DNA Pol III inh: 2.1%; Caspase-1 inhib: -3.4%; Caspase-7 inhib: 1.7%; ALOX15 inhib: 3.5%

What do the screens show for `Cc1oc(CSCC2CCCO2)cc1C(=O)O` (stereo not drawn)?
HEK293 cAMP cs: 3.9%; BRCT inh red: -0.8%; USP2a inh: -10.1%; Tau filament bind: -7.6%; HADH2 inhib: -15.5%; Rhodamine autofl: inactive; BRCT inh green: -4.0%; DNA Pol III inh: 7.7%; Caspase-1 inhib: 1.3%; Caspase-7 inhib: -1.6%; ALOX15 inhib: -0.3%

How did Cc1ccc(C(=O)NCCNC(=O)CN2CCOCC2)cc1 do in these assays?
HEK293 cAMP cs: inconclusive; BRCT inh red: -0.7%; USP2a inh: -0.1%; Tau filament bind: -5.2%; HADH2 inhib: 1.8%; Rhodamine autofl: inactive; BRCT inh green: 0.1%; DNA Pol III inh: -5.2%; Caspase-1 inhib: -0.7%; Caspase-7 inhib: 2.3%; ALOX15 inhib: 11.1%

Results for Cc1cccc(-n2c(SCCC(=O)O)nnc2-c2cccs2)c1C ?
HEK293 cAMP cs: 0.7%; BRCT inh red: 0.0%; USP2a inh: -1.7%; Tau filament bind: 1.0%; HADH2 inhib: 10.3%; Rhodamine autofl: inactive; BRCT inh green: 2.5%; DNA Pol III inh: 0.3%; Caspase-1 inhib: 0.0%; Caspase-7 inhib: 0.7%; ALOX15 inhib: 7.8%
